# Compound activity deposited in PubChem BioAssay by National Center for Advancing Translational Sciences (NCATS).
# GLP1R cytotox = cytotoxic in the GLP-1 receptor inverse agonist counter-screen. HEK293 cAMP-luciferase reporter cells, luminescence, 24 h. Potency, µM (titrated, usually from 38.3 µM), without a hit: at the highest dose activity change, negative = inhibition, usual class: inhibitors. 410,000 compounds, 0.13% hits;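 note: loss of luciferase light is scored as toxicity; potency is the fitted concentration of half-maximal effect; % is set by controls: 0 for no effect and ±100 for the full control effect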
#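 A 23 nL compound transfer followed 12 hours of cell culture at 37 deg C; exposure then lasted 24 hr. Luciferase assay detection reagent was dispensed and plates read for luminescence after a 12 min room-temperature wait.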
# GLP1R ag = agonists of human GLP-1 receptor. P43220. HEK293 GLP-1R CRE-luciferase, luminescence, 4-6 h; cells express a hypersensitive GLP-1R form. Potency, µM (highest dose often 45.6 µM), for the others: at the highest dose activation, actives largely listed as activators. 380,000 compounds, 0.007% hits. AID 624172; note: potency is the fitted concentration of half-maximal effect; % of control where 0% means no effect
# PLK1 PBD inh = PLK1 (human) polo-box domain binding inhibition; 360,000 compounds, 2.8% hits; Plk1 PBD binding of FITC phosphopeptide, fluorescence polarization; P53350; Potency, µM, for inactives: max response, negative = inhibition, hits mostly inhibitors; note: potency is the fitted concentration of half-maximal effect; series mostly up to about 57 µM; % is set by controls: 0 for no effect and ±100 for the full control effect; nearly all actives have a fitted effect of over 65% in size
# WRN inhibitor = blocks human WRN helicase; Q14191; WRN helicase unwinding, fluorescent forked duplex, kinetic; Potency, µM (series often up to 114 µM), for inactives: at the top dose activity change, negative = inhibition, hits mostly inhibitors; 360,000 compounds, 0.46% hits; note: potency is the fitted concentration of half-maximal effect; % is set by controls: 0 for no effect and ±100 for the full control effect; nearly all actives have a fitted effect of over 55% in size
# Target sequence (Q14191 whole entry, looked up): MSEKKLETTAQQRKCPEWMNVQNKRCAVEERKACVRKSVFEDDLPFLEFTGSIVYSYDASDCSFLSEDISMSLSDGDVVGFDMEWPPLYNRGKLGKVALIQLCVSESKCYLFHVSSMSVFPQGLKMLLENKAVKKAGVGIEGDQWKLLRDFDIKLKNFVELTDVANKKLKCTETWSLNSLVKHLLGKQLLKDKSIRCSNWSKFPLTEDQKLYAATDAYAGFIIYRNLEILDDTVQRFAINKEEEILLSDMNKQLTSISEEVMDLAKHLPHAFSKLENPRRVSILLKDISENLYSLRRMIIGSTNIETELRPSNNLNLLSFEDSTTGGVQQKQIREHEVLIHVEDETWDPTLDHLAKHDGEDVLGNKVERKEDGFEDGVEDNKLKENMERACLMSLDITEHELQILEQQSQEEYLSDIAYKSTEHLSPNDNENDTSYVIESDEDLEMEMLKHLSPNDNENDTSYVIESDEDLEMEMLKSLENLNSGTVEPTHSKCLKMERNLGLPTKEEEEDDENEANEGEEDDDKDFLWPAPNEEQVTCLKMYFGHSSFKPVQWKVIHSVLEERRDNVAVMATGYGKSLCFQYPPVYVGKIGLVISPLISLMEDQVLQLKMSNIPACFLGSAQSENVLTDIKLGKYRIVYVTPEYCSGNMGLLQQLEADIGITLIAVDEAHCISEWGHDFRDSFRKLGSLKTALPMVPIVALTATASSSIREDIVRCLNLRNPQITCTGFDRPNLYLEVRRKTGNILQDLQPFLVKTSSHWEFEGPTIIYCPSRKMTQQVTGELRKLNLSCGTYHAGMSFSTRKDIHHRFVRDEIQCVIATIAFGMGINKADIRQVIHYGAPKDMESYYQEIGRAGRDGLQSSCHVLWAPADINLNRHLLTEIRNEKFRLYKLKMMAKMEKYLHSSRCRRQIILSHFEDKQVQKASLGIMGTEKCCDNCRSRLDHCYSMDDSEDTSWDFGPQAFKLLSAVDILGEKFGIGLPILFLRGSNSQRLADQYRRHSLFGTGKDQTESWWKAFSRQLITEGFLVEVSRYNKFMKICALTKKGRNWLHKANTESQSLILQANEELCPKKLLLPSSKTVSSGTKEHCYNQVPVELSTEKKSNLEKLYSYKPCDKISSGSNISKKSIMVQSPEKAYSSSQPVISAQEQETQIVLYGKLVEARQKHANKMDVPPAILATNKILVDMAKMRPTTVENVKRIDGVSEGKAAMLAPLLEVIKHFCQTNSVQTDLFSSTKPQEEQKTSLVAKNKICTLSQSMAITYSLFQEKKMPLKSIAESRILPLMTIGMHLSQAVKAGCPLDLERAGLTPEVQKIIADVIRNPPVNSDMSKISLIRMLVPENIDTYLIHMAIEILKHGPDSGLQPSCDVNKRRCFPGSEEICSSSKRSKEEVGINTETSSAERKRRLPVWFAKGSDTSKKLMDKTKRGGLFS
#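 Screening of the MLSMR collection measured strand separation of a quenched forked DNA duplex (100 nM) by 20 nM WRN with 2 mM ATP, all final. Compounds were preincubated with enzyme 15 min at room temperature.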
# DRD3 agonist = D3 dopamine receptor (human) agonism; P35462; max activation, %; AID 652048; D3R DiscoveRx beta-arrestin cells, luminescence, 90 min; 410,000 compounds, 0.58% hits; in the data active = max activation above about 30%; note: 0% is about no effect; mostly tested at two doses, the higher about 12 µM
#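 Cells at 1500/well, incubated overnight, then treated with pinned compounds (dopamine as control) for 90 min at 37 degrees C. DiscoveRx reagent added for 30 - 60 minutes at room temperature; luminescence read.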
# PI5P4Ka inh = blocks human PI5P4K alpha kinase activity | PI5P4Kalpha enzyme, ADP-Glo luminescence, 60 min; active compounds read low | max response, % | 330,000 compounds, 1.2% hits | AID 652105 | P48426; active = max response of -50% or lower; inconclusive = between -30% and -50%; inactive = -30% or higher; note: value at the top dose of about 77 µM; % is set by controls: 0 for no effect and ±100 for the full control effect
#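 qHTS, 1536-well: enzyme/substrate mix, compound by pin tool, 5 microM ATP final; RT 60 min; ADP-Glo reagents 1 (45 min) then 2 (30 min); luminescence.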
# D3 antag = D3 dopamine receptor (human) antagonism; D3R cells, DiscoveRx beta-arrestin luminescence, antagonist mode; active compounds read low; max response, negative = inhibition, %; 360,000 compounds, 2.5% hits; in the data active = max response below about -50%; inconclusive = no clear call, values can overlap the other calls; note: % is set by controls: 0 for no effect and ±100 for the full control effect; mostly tested at two doses, the higher about 12 µM
#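 Cells expressing the human receptor were seeded at 1500 cells/well, incubated overnight at 37 degrees C in 5% CO2, then exposed to library compounds with dopamine controls for 90 minutes at 37 degrees C before luminescent detection.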
# GLP1R inv ag = GLP-1 receptor (human) inverse agonism; P43220; HEK293 GLP-1R CRE-luciferase, luminescence, 24 h; GLP-1R form is constitutively active; Potency, µM (series often up to 38.3 µM), for inactives: at the highest dose activity change, negative = inhibition, most hits filed as inhibitors; 410,000 compounds, 1.6% hits; note: potency is the fitted concentration of half-maximal effect; % is set by controls: 0 for no effect and ±100 for the full control effect; nearly all actives have a fitted effect of over 55% in size
#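 Assay principle: reduced luminescence from a cAMP-responsive reporter in HEK293 cells co-expressing a constitutively active GLP-1R. Conditions: 24 hr compound incubation, 37 deg C, 5% CO2.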
# IL-2 act = IL-2 activation. IL-2 activation reporter assay, cell-based qHTS; stimulated with anti-CD3/CD4/CD28 beads; in transgenic mouse T cells. activation, % (series mostly up to about 46 µM). 360,000 compounds, 0.065% hits. AID 652025; in the data active = activation above about 50%; inconclusive = mostly about 30% to 49%; note: 0% is about no effect
#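 Quantitative HTS in unstimulated transgenic mouse T cells, with memory T cells as non-tolerant control and PMA/ionomycin as tolerance-bypass control. Compound pretreatment lasted 60 minutes before 18 h bead stimulation; EGFP/DsRed fluorescence read.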
# * hit, by the source's call; ? = inconclusive; nt = no result given; [ ] = remark or other dose. Unless noted, calls come from the whole dose curve; as a rule, active = well fitted curve in the direction sought with a large enough effect; inconclusive = small, poorly fitted or top-dose-only effect, or another doubt; inactive = no such curve, though single readings can be large; an effect the other way counts as inactive or inconclusive.
mol,DRD3 agonist,IL-2 act,GLP1R cytotox,PLK1 PBD inh,WRN inhibitor,PI5P4Ka inh,GLP1R inv ag,D3 antag,GLP1R ag
Cc1ccc(S(=O)(=O)N2CCN(C(=O)C3CCN(C(=O)c4ccccc4C)CC3)CC2)cc1C,3,-0.3,-1%,-2%,-3%,14,-25%,1,5%
C[C@H](CO)N1C[C@H](C)[C@@H](CN(C)C(=O)Nc2ccccc2)Oc2ccc(NC(=O)Cn3cnnn3)cc2C1=O,25,0.2,-1%,-10%,-1%,-1,9%,39,-10%
CCOC(=O)/C=c1\s/c(=C\c2ccc(C#N)cc2)c(=O)n1CC(=O)Nc1cccc(C)c1C,-2,-1.1,-2%,-1%,3%,-3,13%,10,0%
O=C(Nc1ccccc1)c1ncoc1-c1ccc(Cl)cc1,4,0.5,-12%,5%,-2%,1,14%,6,4%
O=C(Cn1nc(-c2ccccc2)c2ccccc2c1=O)NN1CCOCC1,-3,0.2,-4%,-1%,1%,1,9%,0,5%
O=C(c1ncc[nH]1)c1cccs1,-1,-0.3,-1%,-2%,-3%,3,19%,-14,9%
CC(=O)Oc1ccc(N(c2ccccc2)S(=O)(=O)c2ccc(C)cc2)cc1,-9,-0.5,-4%,4%,-10%,8,?,7,4%
CCOC(=O)C1(CCOC)CCN(Cc2ccc(C(=O)OC)cc2)CC1,-16,-0.9,-1%,-4%,-19%,2,-9%,?,5%
COc1ccc(C(=O)c2ccc(OC)c(OC)c2)cc1OC,6,0.7,-21%,0%,10%,nt,0%,9,-1%
CCCN1CCC(=O)N([C@H](CSc2ccc(C)cc2)c2ccccc2)CC1,-69,-0.6,?,-19%,-1%,7,?,-25,25%
COc1ccc2cc3cc(C(=O)N4CCCC(C)C4)oc3nc2c1 (configuration not stated),4,-3.2,-6%,-14%,-3%,1,3%,-12,-2%
CCOC(=O)C1C(=O)Oc2ccc3ccccc3c2C1C1CCOC1=O (configuration not stated),1,-2.3,4%,-5%,5%,2,-17%,5,-4%
CN(C[C@H](Cc1ccccc1)N(C[C@H](Cc1ccccc1)N(CC1(c2ccccc2)CC1)N=O)N=O)N=O,-4,-0.4,9%,-14%,-13%,-3,-24%,9,6%
Cc1cc(C)c(-c2csc(NC(=O)/C=C/c3cccs3)n2)c(C)c1,-10,-3.6,17%,-20%,-9%,-2,3.2µM*,-10,-19%
Cc1cc(C(=O)COC(=O)C2=NNC(=O)CC2)c(C)n1-c1ccccc1,11,-0.2,0%,-1%,8%,nt,0%,9,-3%
CCOc1ccccc1N(CC(=O)N/N=C/c1cc(Br)ccc1OC)S(C)(=O)=O,8,-3.9,-18%,4%,-1%,-2,15%,8,1%
N#CCCN1CCN(Cc2cc(-c3ccccc3)ccc2O)CC1,-10,-3.4,-14%,-8%,-6%,nt,0%,-96*,-9%
COC(=O)[C@@]1(Cc2ccc(F)cc2)[C@H]2c3cc(C(=O)N(C)C)n(CCO)c3C[C@H]2CN1C(=O)c1ccccc1,-1,-0.5,5%,-6%,-6%,2,1%,6,-4%
CN1CCc2c1nc1ccccc1c2N (tested in a mixture with another compound),1,2.4,6%,5%,3%,4,12%,11,-2%
S=c1c2c(nc3nc[nH]n13)CCC2,-10,-1.0,?,-20%,9%,-11,?,-25,-9%
CCOC(=O)C1=C(C)C(c2ccccc2)NC(=S)N1 (configuration not stated),3,-1.2,-13%,-7%,10%,nt,6%,-21,1%
Nc1c(C(=O)NCc2ccc3c(c2)OCO3)nnn1Cc1cccc(F)c1,4,0.0,2%,-4%,5%,0,-18%,8,16%
CCOc1cc2c(cc1OCC)CN(C(=O)c1cccc(S(=O)(=O)N3CCCC3)c1)CC2,1,0.2,2%,-5%,13%,-8,33%,8,25%
CCC(C)NC(=O)c1ccc2c(c1)N(Cc1ccccc1)C(=O)CS2 (configuration not stated),-10,-0.3,-6%[0.307 µM],-11%,-3%,4,-1%[0.307 µM],-12,7%
COc1ccc(Nc2ccc([N+](=O)[O-])cn2)cn1,0,-0.1,-25%,-13%,6%,1,13%,-2,10%
Cc1cc(Oc2cc(NN3CCCCC3)c([N+](=O)[O-])cc2[N+](=O)[O-])c(C(=O)c2ccccc2)cc1Cl,-2,-0.2,5%,-7%,-4%,-7,1%,20,4%
COc1ccc(Cn2nnnc2CN2CCOCC2)cc1,-14,-2.4,2%,-5%,3%,nt,0%,-20,-1%
CCc1cccc(C)c1NC(=O)Cc1ccsc1,3,-0.2,-13%,-6%,7%,-4,3%,-9,12%
CCOc1ccc(NC(=O)NNC(=O)c2cc3ccccc3cc2O)cc1,-8,-2.8,7%,-11%,-6%,-3,-4%,-9,-2%
O=C(Cn1cc(C(F)(F)F)ccc1=O)Nc1ccc2c(c1)OCO2,3,0.4,5%,3%,-6%,3,3%,15,0%

# Entries of single compounds, quoted from the list. Order of values: DRD3 agonist | IL-2 act | GLP1R cytotox | PLK1 PBD inh | WRN inhibitor | PI5P4Ka inh | GLP1R inv ag | D3 antag | GLP1R ag
# Entry for COc1ccc(Cn2nnnc2CN2CCOCC2)cc1 : -14 | -2.4 | 2% | -5% | 3% | nt | 0% | -20 | -1%
# Entry for Nc1c(C(=O)NCc2ccc3c(c2)OCO3)nnn1Cc1cccc(F)c1 : 4 | 0.0 | 2% | -4% | 5% | 0 | -18% | 8 | 16%

# Following part
mol,DRD3 agonist,IL-2 act,GLP1R cytotox,PLK1 PBD inh,WRN inhibitor,PI5P4Ka inh,GLP1R inv ag,D3 antag,GLP1R ag
CSc1nc(C)c(Cc2c(F)cccc2Cl)c(=O)[nH]1,-5,0.2,6%,0%,-2%,-2,11%,-13,-6%
CCc1ccc(CNCCNCC(C)O)cc1 (configuration not stated),-15,-2.4,0%,0%,6%,nt,2%,?,-12%
COCCCN(C(=O)C(C)Oc1ccc(Br)cc1)c1c(N)n(Cc2ccccc2)c(=O)[nH]c1=O (configuration not stated),4,7.4,-11%,3%,-9%,-2,9%,2,-5%
O=C(Cc1ccc(Br)cc1)NC1CCCCC1,-8,-2.0,-2%,-12%,6%,-3,-16%,-20,-2%
Cn1cc(C(=O)c2ccc(Cl)cc2Cl)cc1C(=O)NN,25,0.6,5%,-1%,-2%,-6,-28%,2,13%
O=C(CN1C(=O)c2ccccc2S1(=O)=O)Nc1cccnc1,5,2.4,18%,0%,0%,-3,34%[activator],14,-19%
O=C(COc1ccccc1Cl)N1CCN(c2ncccn2)CC1,-4,-4.0,-1%,-8%,-10%,nt,0%,-7,9%
O=C1NC(=O)C2(C=C(c3ccccc3)C(O)(c3ccccc3)C2)N1 (configuration not stated),-4,-4.1,-6%,7%,-11%,0,10%,6,11%
CCOC(=O)c1c(NC(=O)COC(=O)c2ccc(Cl)nc2)sc(C)c1C,1,-0.5,0%,-6%,10%,-5,14%,9,9%
Cn1nc(OCC(N)=O)ccc1=O,2,0.2,3%,-19%,2%,-1,22%,18,-5%
COc1ccccc1N1CCN(C(=O)Nc2ccc([N+](=O)[O-])cc2)CC1,9,-0.7,-9%,-6%,8%,-5,?,-22,4%
Clc1nccc(N2CCN(c3ccccc3Cl)CC2)n1,2,-3.4,-3%,-10%,-11%,0,15%,-4,12%
Clc1ccc(Cn2ccc(C3CC3)n2)cc1,1,-1.8,-1%,-8%,0%,2,-3%,-4,10%
Cc1ccccc1N1C(=O)c2ccccc2C1O (configuration not stated),-4,-2.7,0%,-4%,2%[57.1 µM],-2,-8%,0,-5%
O=C(CC(c1ccco1)C1CCCCC1=O)c1ccccc1 (configuration not stated),3,-0.8,-7%,-6%,-12%,nt,?,-13,1%
CS(=O)(=O)N(CCc1ccccc1)CC(=O)Nc1ccc2c(c1)OCO2,4,0.4,11%,-4%,-18%,?,1%,5,7%
CC(C)Cn1nc(NC(=O)c2cccs2)c2cc3ccccc3nc21,3,1.8,303%[activator],-18%,-9%,1,?,-14,-9%
CC1CN(c2oc(-c3ccco3)nc2S(=O)(=O)c2ccccc2)CC(C)O1 (configuration not stated),6,0.1,1%,-4%,-7%,0,2%,0,-2%
CCOC(=O)c1oc2ccc(S(=O)(=O)Nc3ccc4c(c3)n(C)c(=O)n4C)cc2c1C,32*,-2.1,1%,-5%,13%,nt,85%[activator],9,29%
Cn1c(C(=O)N2CCN(Cc3ccc4c(c3)OCO4)CC2)cc2sccc21,-32,-1.3,5%,-5%,-12%,nt,-7%,-96*,1%
Cn1c(OCc2cccnc2)nc2c1c(=O)n(Cc1ccc(Cl)cc1)c(=O)n2C,12,3.1,-28%,-13%,-2%,1,-2%,32,0%
CC1=C(C(=O)Nc2cccnc2)C(c2cccc(F)c2)n2nc(SCc3ccccc3)nc2N1 (configuration not stated),-1,nt,-6%,nt,nt,nt,10%,nt,0%
CCOC(=O)[C@H]1[C@H]2COc3ccc(C)cc3[C@@H]2N2C(=O)CN(CC3CCCO3)C(=O)[C@@]12C (some centres not stated),-17,-0.2,18%,1%,2%,-1,29%,0,5%
O=C(NCC1CCCO1)c1onc(CSc2cccc(Cl)c2)c1C(=O)O (configuration not stated),2,3.0,-50%,-9%,0%,-12,-3%,-5,1%
COc1cc2c(cc1NC(=O)CN1C(=O)NC3(CCc4ccccc43)C1=O)oc1ccccc12 (configuration not stated),3,-2.7,?,0%,-1%,2,?,15,1%
CCCOc1ccc(Cc2nn[nH]n2)cc1,-2,1.0,16%,-22%,1%,0,2%,-7,2%
Cc1ccc2cn[nH]c2c1NC(=S)NC(=O)c1ccccc1,-5,1.4,-19%,-10%,2%,0,-10%,-2,-7%
Cc1cc(N2CCC(C(=O)N3CCN(c4cccc(C)c4C)CC3)CC2)n2ncnc2n1,11,-1.3,2%,-9%,-2%,nt,2%,29,8%
C/C=C/C=N/Nc1nc(-c2ccc([N+](=O)[O-])cc2)cs1,-3,-0.7,-23%,-8%,-31%[57.1 µM],-13,-18%,-1,-17%
